# Source: PubChem BioAssay (University of Kansas High Throughput Screening Laboratory)
# Pf apPOL block – Pf-apPOL DNA polymerase inhibition. Recombinant Pf-apPOL, molecular beacon fluorescence, 1.5 h. inhibition, % at 10 µM. actives 0.25% (n = 210,000). AID 1794808
# mHTT CaM bind – mHTT-calmodulin interaction abrogation. P42858. AlphaScreen His-mHTT/GST-CaM binding, luminescence. inhibition, % at 15 µM. actives 3.6% (n = 190,000). AID 1671202;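 also: 0% = both proteins with DMSO and 100% = one protein alone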
# Numbers without * were called inactive; nt = not tested or not shown; & = joins results of further samples. Rule as the data show it: active = inhibition above about 50%; inactive = the rest.
entry	mol	Pf apPOL block	mHTT CaM bind
1	Cc1nn(C)c2c(=O)n(CC(=O)NCc3ccc(F)cc3Cl)ccc12	-1	-5
2	COc1ccc(-c2coc3cc(O)cc(O)c3c2=O)cc1OC	-5	3
3	CCOC(=O)Cc1nn[nH]n1	4	nt
4	CC(/C=C1\N=C(c2ccccc2F)OC1=O)=C\c1ccccc1	4	23
5	O=C(Nc1cccc(F)c1)/C(=C\c1cccc([N+](=O)[O-])c1)NC(=O)c1ccc(F)cc1Cl	-1	2
6	CS(=O)(=O)NNC(=O)Cn1nnc(-c2cccc(Cl)c2Cl)n1	-3	nt
7	NC(=O)c1ccc(N=C2C(=O)Nc3ccc([N+](=O)[O-])cc32)cc1	2	6
8	COc1ccc(Br)cc1[C@H]1[C@H]2C=CC[C@@H](C)[C@@H]2C(=O)N1Cc1ccccc1	-3	-12

# (continued)
entry	mol	Pf apPOL block	mHTT CaM bind
9	CCOC(=O)c1c(NC(=S)N2CCOCC2)sc(C)c1C	-2	nt
10	COc1ccc(C2=NOC(C(=O)NC3CCCC3)C2)cc1 (stereo not given)	0	-11
11	O=c1c2c(nc(SCc3ccccc3F)n1-c1ccc(F)cc1)CCS2	2	0
12	COCC(C)(O)CNC(=O)C=Cc1ccccc1 (stereo not given)	-7	-7
13	CC1Oc2ccccc2OC1C(=O)Nc1ccccn1 (stereo not given)	1	-5
14	COc1cc2c(cc1OC)C(COc1ccc([N+](=O)[O-])cc1)N(C(=O)c1cc3ccccc3oc1=O)CC2 (stereo not given)	1	17
15	O=S(=O)(c1cccc(C(F)(F)F)c1)N1CCSC1c1ccc(Cl)cc1 (stereo not given)	1	-59
16	CC(NC(=O)CSc1ccccc1)c1ccccc1 (stereo not given)	-2	-5

# Other compounds follow:
entry	mol	Pf apPOL block	mHTT CaM bind
17	O=C(NC1CC1)c1csc(N2CCN(c3ccc(F)cc3)CC2)n1	-2	4
18	O=c1oc2ccccc2n1CCc1nnc(-c2cccc(Cl)c2)o1	0	nt
19	CCOC(=O)c1ccc(NC(=O)c2ccc(Br)cc2F)cc1	-6	-17
20	Cc1c(C(=O)Nc2ccc(F)cc2)cccc1[N+](=O)[O-]	4	-8
21	COc1cccc(NC(=O)Nc2ccc(Cl)cc2)c1	-3	-6
22	Cc1nc(SCc2noc(CSc3nc(C)c(C)c(C)c3C#N)n2)c(C#N)c(C)c1C	nt	-14
23	Cc1ccccc1-c1nnn(CC(=O)Nc2ccc(OC(F)(F)F)cc2)n1	6	-3
24	O=C(Nc1nnc(CSCc2ccccc2F)s1)Nc1ccccc1F	8	-3

# More compounds.
entry	mol	Pf apPOL block	mHTT CaM bind
25	COc1ccc2[nH]cc(C=O)c2c1	-4	-5
26	COCCCNC(=O)c1c[nH]c2ccc(S(=O)(=O)N(C)c3ccccc3C)cc2c1=O	-8	29
27	CCOc1ccccc1N1CCN(S(=O)(=O)c2ccccc2[N+](=O)[O-])CC1	-2	15
28	O=C(O)C(O)c1ccccc1 (stereo not given)	-5	nt
29	CC1=C(C(=O)Nc2ccccc2)C(c2ccc(C)o2)n2c(s/c(=C\c3ccccc3)c2=O)=N1 (stereo not given)	-2	6
30	Cc1ccc(NCn2c(=O)oc3cc(Cl)ccc32)c(C)c1	-1	-7
31	Cc1ccc(OCC(O)Cn2cnc3ccccc32)cc1 (stereo not given)	9	6
32	CCN(CC)C(=O)CN(c1ccc(OC)c(OC)c1)S(=O)(=O)c1ccc(C)cc1	-2	4

# The list continues.
entry	mol	Pf apPOL block	mHTT CaM bind
33	COc1cccc(CNC(=O)C2CCN(C(=O)c3cccnc3-c3ccccc3C)CC2)c1	-4	-2
34	O=C1NC(=O)N2CSCC12 (stereo not given)	-11	nt
35	O=C(NC1C=CS(=O)(=O)C1)c1ccc([N+](=O)[O-])cc1 (stereo not given)	1&0	-7&1
36	COc1cccc(NC(=O)c2cccc(F)c2)c1	-6	-9
37	CCC(C)c1ccc(NC(=O)C2CC=CCC2C(=O)O)cc1 (stereo not given)	-3	2
38	CCN(CC)S(=O)(=O)c1ccc(Cl)c(C(=O)Nc2nnc(-c3ccccc3)s2)c1	2	-1
39	CC(=O)Nc1ccc(S(=O)(=O)NC2=NCN(C3CCCCC3)CN2)cc1	-8	3
40	N#Cc1cc(Oc2cccc(-c3cnc4ccccc4n3)c2)c([N+](=O)[O-])cc1C#N	-1	1

# The listing continues:
entry	mol	Pf apPOL block	mHTT CaM bind
41	COc1ccc(C(C[N+](=O)[O-])c2c(C)[nH]c3ccccc23)c(OC)c1 (stereo not given)	2	63*
42	CCN1CCN(C(=O)C2CCCN(c3nnc4c(Cl)cccn34)C2)CC1 (stereo not given)	0	14
43	OCCN(CCO)Cc1ccc(Cl)cc1	0	-7
44	NC(=O)C1(S(=O)(=O)c2ccccc2)CCCCC1	-5	2
45	CC(C)N1CC(C(=O)Nc2ccc(Br)cc2)CC1=O (stereo not given)	-3	2
46	Cc1cc(Nc2ccc(O)cc2)c2cccc(C)c2n1	-7	6
47	Cn1cc(C(=O)N2CCC(N3CCCCC3)CC2)c2cccnc21	-3	-8
48	Cc1ccc2nc(-c3ccc(NC(=O)CC4OCCN(C)C4=O)cc3)sc2c1 (stereo not given)	6	9

# (next part)
entry	mol	Pf apPOL block	mHTT CaM bind
49	O=C(Nc1ccccc1C(F)(F)F)c1cccc(S(=O)(=O)N2CCOCC2)c1	0	-3
50	Cc1ccc(C(=O)NC2(c3nc(C)no3)CCCCC2)cc1	2	-8
51	CCN1c2cc(C(=O)NC3CCCCC3)ccc2C(=O)N2CCCCC21 (stereo not given)	0	17
52	O=C(NCCSc1ccccc1)c1ccc(Br)cc1	-13	-21
53	Cc1nc(CCNC(=O)C2CCN(S(=O)(=O)c3ccc(Cl)s3)CC2)cs1	-2	-9
54	CN(C)CCN(Cc1ccccc1)Cc1cccc(Br)c1	3	2
55	Cc1nn(CC(=O)Nc2ccc(Cl)cc2Cl)c(C)c1[N+](=O)[O-]	-3	-3
56	COc1ccccc1C(=O)Oc1ccc2c(c1)OC(=Cc1ccco1)C2=O	-4	9

# (listing goes on)
entry	mol	Pf apPOL block	mHTT CaM bind
57	COc1ccc(CCNC(=O)CC2CCCCC2)cc1OC	2	1
58	CCc1ccc(NC(=O)N2CCc3[nH]cnc3C2c2ccncc2)cc1 (stereo not given)	0	-2
59	COc1ccc(S(=O)(=O)N2CCC(Cc3nc4cccnc4n3C(C)C)C2)cc1Cl (stereo not given)	5	32
60	CCCCc1ccc(S(N)(=O)=O)cc1	-4&0	-4
61	CC(C)c1nc2c(c(=O)n1CC(=O)NCc1ccccc1F)CN(Cc1ccccc1)CC2	4	-3
62	O=C(CN(Cc1ccc(Br)cc1)S(=O)(=O)c1ccccc1)N1CCCC1	-6	6
63	CCOc1ccc(C2CC(c3ccc(C)cc3)n3nc(N)nc3N2)cc1 (stereo not given)	3	6
64	Cc1cc(Cl)ccc1OCC(O)CN1CCN(C)CC1 (stereo not given)	44	6

# Further structures follow.
entry	mol	Pf apPOL block	mHTT CaM bind
65	COc1ccc(C(=O)N2CCC(c3ccncc3)CC2)cc1	3	-5
66	COc1cccc(-c2nnc3n2N=C(c2cccc(C(F)(F)F)c2)CS3)c1	0	5
67	O=C(Cn1cnc([N+](=O)[O-])n1)c1ccc(O)c(O)c1	-3	5
68	Cc1ccc(OCCCCN2CCCCC2)c(C)c1	-4	3
69	O=S(=O)(c1ccc(-c2ccccn2)s1)N1CCC2(CC1)OCCO2	-5	nt
70	CNC(=O)OC12CC3CC(C)(CC(C)(C3)C1)C2	-8	-5
71	O=c1c2c(nc3n1CCS3)-c1ccccc1CC21CCCCC1	-4	0
72	COc1ccc(OCC(=O)NC2CCS(=O)(=O)C2)cc1 (stereo not given)	4	-4

# Profiles, quoted from the list.
# Record of CNC(=O)OC12CC3CC(C)(CC(C)(C3)C1)C2 : Pf apPOL block = -8; mHTT CaM bind = -5
# Record of O=S(=O)(c1ccc(-c2ccccn2)s1)N1CCC2(CC1)OCCO2 : Pf apPOL block = -5; mHTT CaM bind = nt
# Record of COc1ccc(OCC(=O)NC2CCS(=O)(=O)C2)cc1 (stereo not given) : Pf apPOL block = 4; mHTT CaM bind = -4

# (listing goes on)
entry	mol	Pf apPOL block	mHTT CaM bind
73	Cc1ccc2oc(-c3ccc(C)c(NC(=O)c4ccccc4)c3)nc2c1	2	-3
74	Nc1ccc2c(C(F)(F)F)cc(C(F)(F)F)nc2n1	-2	nt
75	C(C#CCOc1ccccc1)#CCOc1ccccc1	-4	nt
76	CC(=NOCC(=O)N=S(C)(=O)c1ccc(C)cc1)c1ccc(Cl)cc1 (stereo not given)	-16	nt
77	CCOc1ccc(C=C2Oc3ccc(C(=O)OC)cc3C2=O)cc1OCC	-6	-2
78	NC(=O)c1ccc2c(c1)n(Cc1ccccc1)c(=O)c1ccnn12	-6	-4
79	COc1ccc2cc3cc(C(=O)N4CCCC4)oc3nc2c1	-12	3
80	CSc1nc(=O)[nH]nc1SCc1ccccc1	-4	-4

# 3 records picked at random from those above:
entry	mol	Pf apPOL block	mHTT CaM bind
80	CSc1nc(=O)[nH]nc1SCc1ccccc1	-4	-4
77	CCOc1ccc(C=C2Oc3ccc(C(=O)OC)cc3C2=O)cc1OCC	-6	-2
75	C(C#CCOc1ccccc1)#CCOc1ccccc1	-4	nt

# The list goes on.
entry	mol	Pf apPOL block	mHTT CaM bind
81	COc1cccc(/C=c2\sc3n(c2=O)CN(c2cccc([N+](=O)[O-])c2)CN=3)c1	-4	7
82	CCC(=O)NC(c1ccco1)c1ccc2cccnc2c1O (stereo not given)	3	100*
83	CC1(C)CC2CC(C)(CN2C(=O)C2CCN(S(=O)(=O)c3ccccc3[N+](=O)[O-])CC2)C1 (stereo not given)	1	1
84	Clc1ccc(-c2cc(-c3cccs3)c(-c3ccccc3)o2)cc1	-6	nt
85	CC(=O)c1cccc(C(=O)NC2(c3nc(C)no3)CCCCC2)c1	-5	7
86	Fc1ccc(Nc2nnnc3c2cnn3-c2ccccc2)cc1Cl	-3	-9
87	O=S(=O)(c1ccc2oc3ccccc3c2c1)N1CCOCC1	nt	-5
88	CC(C)NCC(O)c1ccc(O)c(O)c1 (stereo not given)	4	nt

# Next structures follow.
entry	mol	Pf apPOL block	mHTT CaM bind
89	O=C(CCc1ccccc1)Nc1nn[nH]n1	0	1
90	CC(C)(C)C#CC(N1CCOCC1)N1CCOCC1	2	-1
91	COc1cccc(C=O)c1OCC(=O)Nc1ccc(F)cc1	-4	6
92	O=C(Cc1ccccc1Cl)Nc1cnc(N2CCCC2)nc1	-6	3
93	Cc1ccc(C(=O)N2CCC(CC(=O)NCCCN3CCCC(C)C3)CC2)cc1 (stereo not given)	-2	-5
94	COc1ccc(-c2nc3ccc(C)cn3c2NC(=O)C(C)Cl)cc1 (stereo not given)	-2	32
95	CCOc1cccc(N2C(=O)CC(N3CCCCC3)C2=O)c1 (stereo not given)	-5	-1
96	CC(=O)Nc1ccccc1OC(=O)Oc1ccccc1	-4	0

# Next results follow.
entry	mol	Pf apPOL block	mHTT CaM bind
97	CCN(CC)C(=S)Sc1nsc(SC(=S)N(CC)CC)c1C#N	-4	nt
98	O=C1CS/C(=C\C(=O)c2ccc(Cl)cc2)N1	0	6
99	CC1CN(C(=O)c2ccc3ccccc3n2)CC1c1nc(-c2ccncc2)no1 (stereo not given)	0	15
100	O=C(NCc1cc(F)cc2c1OCOC2)C1CC1	-2	nt
101	Cc1ccc(S(=O)(=O)Nc2ccc(I)cc2)cc1	-7	-23
102	CC(C)(Oc1ccc(Cl)cc1)C(=O)NCc1ccc2c(c1)OCO2	1	-14
103	Cc1ccc(-c2ccc(OCC(=O)NC3CCCC3)cc2)cc1	-5	-7
104	N#Cc1cccc(C(=O)N2CCCn3nc(-c4cccs4)cc3C2)c1	-8	-3

# Another view of some results above:
102: CC(C)(Oc1ccc(Cl)cc1)C(=O)NCc1ccc2c(c1)OCO2
103: Cc1ccc(-c2ccc(OCC(=O)NC3CCCC3)cc2)cc1

Screen / compound no.	102	103
Pf apPOL block	1	-5
mHTT CaM bind	-14	-7

# Remaining list, next part:
entry	mol	Pf apPOL block	mHTT CaM bind
105	Cc1ccccc1OCC(=O)N1CCc2nc3cc[nH]n3c(=O)c2C1	-4	5
106	COc1ccc(N(CC(=O)NCc2ccco2)S(C)(=O)=O)c(OC)c1	-9	-1
107	CC(=O)N(c1ccc2oc3c(c2c1)CCCC3)S(=O)(=O)c1ccc(F)cc1	2	-2
108	O=C(Cn1cccc1)N1CCC(c2nnc(-c3ccc(F)cc3)o2)CC1	9	12
109	COc1ccc(-c2c(C#N)c(N)n3c(nc4ccccc43)c2C#N)cc1O	0	4
110	COc1ccc(S(=O)(=O)NCC2CCN(S(=O)(=O)c3ccc(OC)cc3)CC2)cc1	2	-1
111	Cc1nc([N+](=O)[O-])c(NCCO)n1Cc1ccccc1	-1	4
112	COC(=O)c1sccc1NC(=O)N1CCCC1c1ccc(C)cc1 (stereo not given)	4	-7

# Additional structures
entry	mol	Pf apPOL block	mHTT CaM bind
113	CCCc1ccc(Oc2coc3cc(OC)ccc3c2=O)cc1	-12	-22
114	O=C(CSc1n[nH]c(-c2ccccc2)n1)Nc1ccccc1	2	-1
115	O=c1cc(NCc2ccccc2)[nH]nc1-c1ccccc1	-2	nt
116	Cc1cc(SCC(=O)NC23CC4CC(CC(C4)C2)C3)nc2ccccc12	-3	-11
117	Cc1nc2c(c(=O)n1CC(=O)NCc1ccccc1Cl)CCN(Cc1ccccc1)C2	-6	-9
118	O=C(NC(/C=C/c1ccccc1)c1cc([N+](=O)[O-])c2cccnc2c1O)C1CCCCC1 (stereo not given)	10	30
119	CS(=O)(=O)NCCNc1ccc([N+](=O)[O-])cc1Cl	-4	4
120	Cc1nc2c(C(=O)NCc3ccco3)cnn2c(C)c1Cc1cccc(Br)c1	-7	51*
121	Cc1ccc(Cn2c(=N)n(CC(=O)O)c3ccccc32)cc1	0	-3
